Xi reactivation: activators of X-chromosome reactivation in mouse fibroblasts | XiGFP mouse fibroblasts, % GFP-positive cells imaging, 3 d; cells co-treated with 5-aza-dC sensitizer; scaled so ellipticine positive control = 100% | AID 743238 | activation, % at 7.58 µM | hit rate 0.055% among 360,000;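 active = mean normalized replicate activation at least 10% and every replicate at or above 10%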;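 note: 0% = median of on-plate neutral control wells and 100% = ellipticine 6 µM median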
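System: SV40-immortalized XiGFP fibroblast cells, line 68-5-11 / Incubation: 3-day compound exposure, then 15 min fixation at room temperature / Compound: single concentration per compound, delivered by pin transfer / Buffer or medium: DMEM plus 5-aza-dC sensitizer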
RAD54 branch: blocks human RAD54 Holliday junction branch migration | Q92698 | FAM/BHQ fluorescence | inhibition, % at 10.4 µM | hit rate 0.14% among 360,000;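 active = mean normalized replicate activity at least 40 and at least half of replicates scoring 40 or more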;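 note: 0% = median of neutral control wells and 100% = median of positive control wells; inhibitors cause a drop in the FAM fluorescence signal; in these data hits start at about 50%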
ERp5 inh: blocks human ERp5 reductase activity on insulin; AID 651711; inhibition, % at 9.99 µM; ERp5 insulin aggregation, absorbance 650 nm, 90 min; hit rate 0.05% among 350,000; Q15084;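 active = mean replicate inhibition above about 25%, with every replicate also reaching it, limit read from the data, passing the limit was not always enough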
E-sel inducer: E-selectin induction on HUVECs. HUVEC E-selectin immunofluorescence imaging; normalized: neutral wells 0, TNF-alpha wells 100. activation, % at 7.58 µM. hit rate 0.37% among 260,000;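 active = mean E-selectin-positive cell signal at least 10% of the positive control, reached in at least 60% of replicates, without over 20% cell loss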;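 note: in these data hits start at about 27%; measured in HUVEC primary endothelial cells; signal is the percent of cells scored E-selectin positive by PE staining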
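Material: HUVEC primary endothelial cells; Amount: 3,000 cells per well; Dosing: single concentration; Medium: EGM-2 growth medium on 0.1% gelatin-coated wells; Read-out basis: percent E-selectin-positive cells; Signal: immunofluorescence imaging; Control set: TNF-alpha, DMSO.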
RAD52 inh: RAD52 (human) annealing inhibition. P43351. recombinant RAD52 DNA annealing, FRET fluorescence. inhibition, % at 18.7 µM. hit rate 0.46% among 360,000;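 active = every replicate showing at least 50% inhibition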
S100A4 inh HTS: blocks human S100A4 binding to myosin IIA peptide. P26447. S100A4/TAMRA-MyoIIA peptide fluorescence polarization. inhibition, % at 10.7 µM. hit rate 0.14% among 360,000. AID 652163;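 active = mean inhibition of at least 70% across replicates, with every replicate also reaching that level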
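Material: S100A4 monomer protein | Medium: HEPES pH 7.2 with CaCl2, KCl, NaCl, DTT, Triton | Reagent: Labelled myosin peptide probe, 5 nM | Doses: One dose per compound | Times: 5 min incubation before reading | Benchmarks: Neutral control DMSO, positive control TFP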
ERAP1 HTS inh: ERAP1 (human) enzyme inhibition; Q9NZ08; hit rate 0.15% among 340,000; inhibition, % at 10.7 µM; recombinant ERAP1, Leu-AMC fluorescence, 60 min;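 active = mean replicate inhibition of at least 30%, or all replicates individually reaching that 30% level; inactive = mean below 30% and not every replicate reaching it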;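 note: 0% = neutral control wells and 100% = L-leucinethiol positive control wells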
Target sequence (Q9NZ08 whole entry, looked up): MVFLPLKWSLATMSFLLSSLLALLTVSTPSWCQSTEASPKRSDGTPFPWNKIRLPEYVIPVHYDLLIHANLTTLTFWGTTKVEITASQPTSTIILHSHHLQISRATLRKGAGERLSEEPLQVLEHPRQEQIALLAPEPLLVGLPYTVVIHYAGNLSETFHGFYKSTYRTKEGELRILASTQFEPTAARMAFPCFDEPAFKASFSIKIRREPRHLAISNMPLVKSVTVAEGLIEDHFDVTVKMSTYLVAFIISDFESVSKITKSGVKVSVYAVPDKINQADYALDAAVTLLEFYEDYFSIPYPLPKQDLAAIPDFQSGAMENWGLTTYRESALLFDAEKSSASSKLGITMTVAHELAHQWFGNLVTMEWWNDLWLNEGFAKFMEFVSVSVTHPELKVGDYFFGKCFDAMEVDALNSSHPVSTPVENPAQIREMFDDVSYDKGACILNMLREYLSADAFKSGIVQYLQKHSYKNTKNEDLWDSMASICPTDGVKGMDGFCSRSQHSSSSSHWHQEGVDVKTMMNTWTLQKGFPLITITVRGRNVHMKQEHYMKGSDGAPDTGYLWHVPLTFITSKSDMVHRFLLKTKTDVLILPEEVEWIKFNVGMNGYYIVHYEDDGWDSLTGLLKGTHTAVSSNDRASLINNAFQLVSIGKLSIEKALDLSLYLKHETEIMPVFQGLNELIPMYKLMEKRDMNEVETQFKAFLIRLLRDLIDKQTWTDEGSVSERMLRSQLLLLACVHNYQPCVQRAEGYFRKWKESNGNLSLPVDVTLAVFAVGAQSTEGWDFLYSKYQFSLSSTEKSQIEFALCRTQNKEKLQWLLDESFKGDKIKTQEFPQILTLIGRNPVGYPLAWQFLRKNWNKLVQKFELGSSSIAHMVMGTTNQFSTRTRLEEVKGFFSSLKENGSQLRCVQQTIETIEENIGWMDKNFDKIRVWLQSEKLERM
esBAF inh: blocks esBAF chromatin remodeling in mouse ES cells. reporter increase, % at 12.5 µM. Bmi1-luciferase knock-in reporter, 24 h; 100% = twice the neutral-well signal. hit rate 2% among 350,000. AID 602393; in the data active = activation above about 40%;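 note: 0% = median of the plate's neutral control wells and 100% = double that signal; a rise in the Bmi1 reporter signal indicates esBAF inhibition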
* hit, by the source's call; nt = not tested or not shown.

Every second line gives: Xi reactivation	RAD54 branch	ERp5 inh	E-sel inducer	RAD52 inh	S100A4 inh HTS	ERAP1 HTS inh	esBAF inh
#1 O=C(COc1cccc(C(F)(F)F)c1)NNC(=O)Cn1c(=O)cnc2ccccc21
→ -0.1	2	0	0.1	-11	-3	-3	-5
#2 Cc1ccc2cc(CN(CCN(C)C)C(=S)Nc3ccccc3)c(=O)[nH]c2c1C
→ 0.0	6	2	-0.2	13	-5	0	-1
#3 C[C@H]1CCCCO[C@H](CN(C)Cc2ccc(Cl)c(Cl)c2)[C@@H](C)CN([C@@H](C)CO)C(=O)c2cc(NS(=O)(=O)c3ccc(F)cc3)ccc2O1
→ 0.1	nt	-6	-0.1	28	0	0	nt
#4 COCCN(C[C@@H]1N[C@@H](CO)[C@H]1c1ccc(-c2ccccc2)cc1)C(C)=O
→ 0.0	-1	4	0.1	-12	8	-2	0
#5 O=C(CCNC(=O)Cn1ccc2ccccc2c1=O)NCCc1ccccc1Cl
→ 0.1	nt	-1	nt	-11	3	-2	nt
#6 N#C/C(=C/c1cn[nH]c1-c1cccc(Br)c1)C(=O)O
→ nt	-8	14	0.8	-14	-3	nt	-1
#7 COc1ccc(-c2nc3cc([N+](=O)[O-])ccc3o2)cc1
→ 0.0	nt	-3	0.2	-118	0	2	nt
#8 O=C(Nc1nnc(C2CC2)s1)C1CCCO1 (configuration not stated)
→ 0.0	-1	-4	-0.3	-15	-9	0	13
#9 CC(=O)N1CCN(C(=O)c2cc(S(=O)(=O)N3CCN(c4ccccc4)CC3)ccc2Cl)CC1
→ 0.0	-4	2	nt	-6	-3	-2	3
#10 C[C@H](CO)N1C[C@H](C)[C@@H](CN(C)Cc2ccccc2)Oc2c(NC(=O)NC3CCCCC3)cccc2C1=O
→ 0.0	-9	-7	nt	-7	-15	0	-4
#11 COc1ccc(/C=C2\SC(=S)N(CC(=O)N(C)C3CCS(=O)(=O)C3)C2=O)cc1 (configuration not stated)
→ 0.1	-9	4	nt	-37	3	0	1
#12 CC(C)c1ccc(NS(=O)(=O)c2ccc3c(c2)NC(=O)CO3)cc1
→ 0.0	-8	-3	0.5	-7	-10	7	-7
#13 CC(C)(C)SCCNS(=O)(=O)c1ccc(Cl)cc1
→ -0.1	nt	-6	0.0	-6	0	-2	nt
#14 COc1ccc(CC(=O)N(c2ccccc2)c2nc(C)cs2)cc1
→ 0.2	4	-9	0.0	21	-3	-2	9
#15 O=C(CN1CCN(C(=O)c2ccc(-c3nc4ccccc4s3)o2)CC1)Nc1cccc(F)c1
→ 0.0	-6	-11	19	-3	-4	3	16
#16 C[C@@H]1CN([C@@H](C)CO)C(=O)c2c(c3ccccc3n2C)-c2ccccc2CO[C@H]1CN(C)Cc1ccccc1C(F)(F)F
→ -0.8	nt	nt	18	6	35	nt	nt
#17 CCNc1ccc(C(=O)OCC(=O)Nc2cc(C)on2)cc1[N+](=O)[O-]
→ -0.1	-16	-1	nt	-43	-5	1	-10
#18 O=C(Cn1nnc(-c2cccs2)n1)N1CCOCC1
→ 0.1	nt	3	nt	-3	7	7	nt
#19 COc1ccc(N2CC(C(=O)N/N=C/c3ccc([N+](=O)[O-])cc3)CC2=O)cc1 (configuration not stated)
→ -0.1	nt	3	0.5	-24	4	3	nt
#20 CO[C@H]1CN(C)C(=O)c2ccc(NC(=O)C3CCC3)cc2OC[C@@H](C)N(Cc2ccccn2)C[C@H]1C
→ 0.1	1	-2	0.1	-2	3	-1	28
#21 COC(=O)C1(C(=O)OC)C[C@H](/C=C/c2ccccc2)N(Cc2ccccc2OC)[C@@H]1c1cccc(Br)c1
→ 1.6	nt	6	-0.3	-65	-18	-1	nt
#22 O=C(OC1Cn2c(=O)ccc(=O)n2C1)c1ccc([N+](=O)[O-])cc1
→ 0.1	nt	-3	-2.7	-4	5	-3	nt
#23 COc1ccc(C(=O)N2CCC(C(=O)NC3CC3)CC2)cc1
→ 0.0	-7	5	-0.1	-6	-4	3	0
#24 C[C@H](CO)N1C[C@H](C)[C@H](CN(C)Cc2ccc(-c3ccccc3)cc2)Oc2ccc(NC(=O)Nc3ccccc3)cc2C1=O
→ 0.2	6	-2	-0.2	1	5	-3	1
#25 Cn1c(C(=O)N2CCCC(Nc3ccc(F)cc3)C2)cc2ccccc21 (configuration not stated)
→ 0.3	-9	6	nt	-13	-10	3	0
#26 OC[C@H]1[C@H](c2ccc(-c3cccc(F)c3)cc2)[C@H]2CN(Cc3cncnc3)CCCCN21
→ 0.0	-6	-4	0.0	-8	-6	1	0
#27 CCOC(=O)C1(NC(=O)CN2C(=O)c3ccccc3C2=O)CCCC1
→ 0.2	-12	-1	0.0	-6	-4	1	-3
#28 CCn1cc(C(=O)N2CC(C)CC(C)C2)c(=O)c2cc(S(=O)(=O)N3CCCC3)ccc21 (configuration not stated)
→ 0.2	8	4	nt	-15	0	-1	0
#29 C[C@@H]1CN([C@@H](C)CO)C(=O)c2cc(-c3ccncc3)cnc2O[C@H]1CN(C)C(=O)C1CCOCC1
→ -0.1	3	8	-0.3	5	-5	4	0
#30 Cc1ccccc1CNc1nnnn1C
→ 0.1	9	5	-0.1	-15	-4	-1	6
#31 COc1ccc(CN2CC3(C2)CN(C(=O)CN(C)C)[C@H](CO)c2[nH]c4cc(OC)ccc4c23)cc1
→ 0.2	nt	-1	-0.4	69*	5	4	nt
#32 CCNC(=O)C[C@H]1C=C[C@H](NS(=O)(=O)c2ccc(F)cc2)[C@@H](CO)O1
→ 0.5	-2	-2	-0.4	-13	0	1	-3
#33 O=C(COc1ccc(Br)cc1Br)NC(=O)NC1CCCC1
→ 0.0	nt	-4	nt	5	1	-2	nt
#34 O=c1cc(-c2ccccc2Cl)oc2cc(O)cc(O)c12
→ -0.7	6	-2	0.2	-9	39	-4	58*
#35 C[C@@H]1CN([C@H](C)CO)C(=O)c2cc(NC(=O)NC3CCCCC3)ccc2O[C@@H](C)CCCCO[C@@H]1CN(C)C(=O)C1CCCCC1
→ 0.1	-8	1	nt	14	-61	-4	7
#36 O=[N+]([O-])c1cccc(S(=O)(=O)Nc2cccc(-c3ccc(N4CCOCC4)nn3)c2)c1
→ 0.4	-7	-5	-0.9	-14	16	1	29
#37 O=C(C[C@@H]1CC[C@H]2[C@@H](COC[C@H](O)CN2Cc2ccc(Cl)cc2)O1)NCc1ccccc1Cl
→ 0.4	5	1	0.0	-4	8	-1	-1
#38 C[C@@H]1CC[C@]2(O[C@@H](CCO)C[C@H](O)[C@H]2O)O1
→ 0.0	-6	6	-0.1	-15	-5	0	-5
#39 c1ccc(-c2nnc(-c3ccccc3)nn2)cc1
→ 0.0	-13	4	nt	-11	-6	nt	nt
#40 CN(C)N1C(N)=C(C#N)C(c2ccc(Br)cc2)C2=C1CCCC2=O (configuration not stated)
→ 0.0	10	-3	0.7	2	-2	2	-1
#41 CCOc1ccccc1NC(=O)Nc1cc(S(=O)(=O)N(C)C)ccc1C
→ 0.4	nt	3	nt	-1	-3	-1	-12
#42 CCN(CC)C(=O)C1=C(C)N(Cc2ccc(F)cc2)C(=O)C(CC(=O)NCc2cccc3ccccc23)C1 (configuration not stated)
→ 0.0	2	1	-0.2	-5	-8	-1	-6
#43 C[C@@H]1CN([C@@H](C)CO)C(=O)c2cccc(NC(=O)C3CCCCC3)c2O[C@H]1CN(C)Cc1ccccc1
→ 1.4	-12	-3	-0.6	20	-5	0	-2
#44 O=C(Cn1c(=O)[nH]c2ccccc2c1=O)N1CCN(c2cccc(Cl)c2)CC1
→ 0.0	4	5	0.5	-4	0	0	-3
#45 O=C(O)CCC(=O)OCc1c(-c2ccccc2)ncc2ccccc12
→ -0.3	-4	5	-0.1	-12	2	3	1
#46 CN(Cc1ccccc1)C(=O)c1ccc2c(c1)S(=O)(=O)N=C1CCCCCN12
→ 0.2	0	-1	0.2	-4	-2	-6	-2
#47 COC(=O)C1CCN(C(=O)COC(=O)c2cccc(NS(=O)(=O)c3ccccc3)c2)CC1
→ -0.1	2	-2	nt	-2	-9	0	-36
#48 COc1ccc(-c2ccc3c(c2)c(-c2cccs2)c(-c2cc(OC)cc(OC)c2)n3C)cc1
→ 0.0	-6	1	-0.2	-12	3	-2	-2
#49 Cc1cc(N)n(-c2ccc(S(=O)(=O)N3CCCC3)cc2[N+](=O)[O-])n1
→ -0.3	6	3	nt	-18	-4	-4	-1
#50 CCN(CC)S(=O)(=O)c1ccc2c(c1)c(=O)c(C(=O)NCCc1ccccc1)cn2C
→ 0.0	-7	5	-0.1	-7	2	3	-4
#51 CCCNC(=O)Cn1c(=O)/c(=C/c2ccc(-c3ccc([N+](=O)[O-])cc3)o2)s/c1=C\C(=O)C(C)(C)C
→ 0.0	nt	-4	0.8	-217	17	1	nt
#52 COc1cc(C)c2c(c1OC)C(=O)CC2
→ 0.1	nt	7	0.5	2	3	0	nt

Eight entries already listed, sorted by formula weight, largest number first.
Every second line gives: Xi reactivation	RAD54 branch	ERp5 inh	E-sel inducer	RAD52 inh	S100A4 inh HTS	ERAP1 HTS inh	esBAF inh
#42 CCN(CC)C(=O)C1=C(C)N(Cc2ccc(F)cc2)C(=O)C(CC(=O)NCc2cccc3ccccc23)C1 (configuration not stated)
→ 0.0	2	1	-0.2	-5	-8	-1	-6
#43 C[C@@H]1CN([C@@H](C)CO)C(=O)c2cccc(NC(=O)C3CCCCC3)c2O[C@H]1CN(C)Cc1ccccc1
→ 1.4	-12	-3	-0.6	20	-5	0	-2
#47 COC(=O)C1CCN(C(=O)COC(=O)c2cccc(NS(=O)(=O)c3ccccc3)c2)CC1
→ -0.1	2	-2	nt	-2	-9	0	-36
#48 COc1ccc(-c2ccc3c(c2)c(-c2cccs2)c(-c2cc(OC)cc(OC)c2)n3C)cc1
→ 0.0	-6	1	-0.2	-12	3	-2	-2
#50 CCN(CC)S(=O)(=O)c1ccc2c(c1)c(=O)c(C(=O)NCCc1ccccc1)cn2C
→ 0.0	-7	5	-0.1	-7	2	3	-4
#44 O=C(Cn1c(=O)[nH]c2ccccc2c1=O)N1CCN(c2cccc(Cl)c2)CC1
→ 0.0	4	5	0.5	-4	0	0	-3
#45 O=C(O)CCC(=O)OCc1c(-c2ccccc2)ncc2ccccc12
→ -0.3	-4	5	-0.1	-12	2	3	1
#52 COc1cc(C)c2c(c1OC)C(=O)CC2
→ 0.1	nt	7	0.5	2	3	0	nt

Bioassay records from PubChem.
